15-hLO-2 inh – blocks human 15-lipoxygenase 2 activity; AID 881; Potency, µM (highest dose often 57.1 µM), for the others: top-dose activity change, negative = inhibition, most hits filed as inhibitors; O15296; purified 15hLO-2, xylenol orange hydroperoxide absorbance; actives 0.56% (n = 110,000); also: potency is read from the fitted curve at half-maximal effect; nearly all actives have a fitted effect of over 60% in size; many of its hits are not listed in these tables
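Read-out: hydroperoxide product oxidises ferrous iron, measured as xylenol orange complex via the 573-to-405 nm absorbance ratio after 30 min. Reaction: 50 nM enzyme, 15 min compound preincubation, 45 uM arachidonic acid, 90 min RT, Hepes pH 7.5 with Triton X-100.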
12-hLO inh – 12-hLO (ALOX12) enzyme inhibition; P18054; Potency, µM (highest dose often 57.1 µM), without a hit: at the top dose activity change, negative = inhibition, hits mostly inhibitors; AID 1452; actives 0.12% (n = 150,000); purified 12-hLO, xylenol orange hydroperoxide absorbance; also: potency is read from the fitted curve at half-maximal effect; nearly all actives have a fitted effect of over 55% in size; many of its hits are not listed in these tables
Target sequence (P18054 whole entry, looked up): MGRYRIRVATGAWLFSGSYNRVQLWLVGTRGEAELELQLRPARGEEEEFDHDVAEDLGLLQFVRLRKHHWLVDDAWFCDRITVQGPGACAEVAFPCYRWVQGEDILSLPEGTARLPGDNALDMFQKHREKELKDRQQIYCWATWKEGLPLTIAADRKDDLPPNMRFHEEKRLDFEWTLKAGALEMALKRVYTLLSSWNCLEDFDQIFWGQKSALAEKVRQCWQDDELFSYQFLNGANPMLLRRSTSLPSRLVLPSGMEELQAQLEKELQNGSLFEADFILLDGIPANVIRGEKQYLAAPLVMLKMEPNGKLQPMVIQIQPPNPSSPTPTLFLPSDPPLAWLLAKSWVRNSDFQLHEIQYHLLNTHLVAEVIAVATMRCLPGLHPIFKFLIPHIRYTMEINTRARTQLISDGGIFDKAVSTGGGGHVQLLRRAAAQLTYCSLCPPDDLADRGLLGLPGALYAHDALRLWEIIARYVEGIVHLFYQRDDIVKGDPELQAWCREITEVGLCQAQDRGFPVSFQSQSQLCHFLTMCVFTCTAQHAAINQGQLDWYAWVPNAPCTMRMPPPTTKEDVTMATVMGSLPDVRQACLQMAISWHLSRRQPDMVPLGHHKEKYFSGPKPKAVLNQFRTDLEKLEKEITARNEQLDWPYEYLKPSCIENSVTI
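Xylenol orange chromogenic assay: hydroperoxide from 12hLO oxidises Fe(II), giving red-shifted Fe(III)-XO absorbance. Conditions: 150 nM enzyme, 40 uM arachidonic acid, 25 mM Hepes pH 7.0, 0.01% Triton X-100, 30 min, room temperature.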
IMPase cell inh – membrane-permeable compound that blocks inositol monophosphatase. P97697. CHO-M1 cells, IP1 accumulation, HTRF TR-FRET ratio. inhibition (IP1 accumulation), % at 46.1 µM. 120,000 tested, under 10 active. AID 901; active = well fitted curve in the direction sought with a large enough effect in the signal ratio, not every such curve was filed as active; inconclusive = small, poorly fitted or top-dose-only effect, or a change in a side signal; inactive = no such curve, though single readings can be large or run the other way; the % refers to the signal ratio;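 also: cells stimulated with carbachol in lithium chloride buffer; plate controls were DMSO basal wells for no effect and reference inhibitor wells for full effect; higher means more IMPase inhibition seen as more IP1 and lower FRET ratio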
Target sequence (P97697 whole entry, looked up): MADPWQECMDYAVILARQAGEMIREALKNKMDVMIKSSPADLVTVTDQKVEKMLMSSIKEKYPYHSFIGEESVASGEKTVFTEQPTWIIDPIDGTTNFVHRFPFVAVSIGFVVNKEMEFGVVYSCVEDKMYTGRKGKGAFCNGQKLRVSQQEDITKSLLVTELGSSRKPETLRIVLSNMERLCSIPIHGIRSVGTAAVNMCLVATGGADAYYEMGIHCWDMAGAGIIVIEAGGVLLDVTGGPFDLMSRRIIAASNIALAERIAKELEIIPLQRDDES
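In this qHTS, compounds (final up to 46 uM) act on CHO-M1 cells that are then activated through the M1 receptor with carbachol, in pH 7.4 buffer containing 50 mM LiCl, for 30 min. IP1 accumulation is quantified by the IP-One immunoassay.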
PNC assembly inh – perinucleolar compartment assembly inhibition | actives 3.1% (n = 140,000) | PC3M PTB-GFP, PNC prevalence imaging, 16 h; active compounds read low | activity change (PNC), negative = inhibition, % at 10 µM;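 active = readout at or below -70, meaning at least 70% loss of cells showing the perinucleolar compartment, a nuclear body marking cancer cells; inconclusive = readout between -30 and a set limit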;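 also: plate controls were DMSO wells for no effect and camptothecin positive control wells for full effect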
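Read-out is percentage of cells bearing a perinucleolar compartment, from automated 20x imaging of fixed, Hoechst-stained PC3M PTB-GFP cells. Cells were seeded 4 h, then exposed 16 h to compound (23 nl of library stock) in duplicate plates.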
* marks the source's active call; other numbers are inactive results; ? = inconclusive; nt = not tested or not shown; [ ] = dose if it differs, or a comment. Unless noted, calls follow the shape of the dose curve; as a rule, active = well fitted curve in the direction sought with a large enough effect; inconclusive = small, poorly fitted or top-dose-only effect, or another doubt; inactive = no such curve, though single readings can be large; an effect the other way counts as inactive or inconclusive. Unless noted, % is scaled to controls: 0 for no effect and ±100 for the full control effect.

cpd	structure	15-hLO-2 inh	12-hLO inh	IMPase cell inh	PNC assembly inh
1	COc1ccc(/C=N/NC(=O)C(Cc2c[nH]c3ccccc23)NC(=O)OCC(C)C)cc1[N+](=O)[O-] (stereo not given)	-5%	-6%	3	?
2	CCOC(=O)C1=C(C)N=C(SC)N(C)C1c1ccccc1 (stereo not given)	-3%	-7%	6	9
3	O=c1c(-c2ccc(O)cc2)coc2cc(O)cc(O)c12	-10%[0.0915 µM]	-29%[0.00818 µM]	6	nt
4	COc1cccc(C2CC(c3ccc(C(C)C)cc3)n3nc(N)nc3N2)c1 (stereo not given)	46%[activator]	4%	4	-11
5	Cc1cc(NC(=O)CSc2cn(CCNC(=O)c3ccc(Cl)cc3)c3ccccc23)no1	3%	-3%	?	46
6	Cc1cc(SCC(=O)NC(=O)NCc2ccco2)nc2ccccc12	-25%	-3%	-2	16
7	Oc1c(CN2CCCCC2)cc(Br)c2cccnc12	7%	?	13	29
8	CCOc1ccc(C2CC(=O)c3c([nH]c(C(=O)OC)c3C)C2)cc1OC (stereo not given)	?	-5%	12	-19
9	c1ccc2c(c1)[nH]c1c(N3CCN(C4CCCCC4)CC3)ncnc12	-7%	-7%	10	-27
10	Cc1cc(C(F)F)n2ncc(C(=O)NC3CCCCCC3)c2n1	-4%[2.29 µM]	-1%	3	19
11	CCN(CC)CC(=O)Nc1ccc2c(c1)N(C(=O)CN(CC)CC)c1ccccc1CC2	8%	10%	8	10
12	CC(O)CN=c1cc(-c2ccccc2)oc2ccc(Cl)cc12 (stereo not given)	-7%	-2%	14	14
13	CN(C)c1cccc(C(=O)OCC(=O)Nc2ccccc2Sc2ccccc2)c1	nt	7%	6	?
14	CC(O)(P(=O)(O)O)P(=O)(O)O	31%[activator][0.0915 µM]	-3%[0.00818 µM]	0[20.6 µM]	nt
15	C#CC1CN(Cc2ccccc2)CC(C#C)N1C (stereo not given)	17%	-2%	-1	60
16	CCOC(=O)NC(=O)/C(C#N)=N\Nc1ccc(Cl)cc1	-18%	?	6	24
17	CCOC(=O)Cn1c(=NC(=O)c2nc3ccccc3s2)sc2cc(S(N)(=O)=O)ccc21	nt	-3%	nt	4
18	CCOC(=O)c1cc(C(=O)Nc2cccc(C)c2)nn1C	-8%	7%	-2	41
19	CC(C)C1C(C#N)=C(N)SC(N)=C1C#N	-5%	-3%	4	?
20	CCCCNC(=O)c1nn(-c2ccccc2OC)c(=O)c2ccccc12	1%	-1%	-7	-8
21	Cc1ccc(-c2nnc(SCC(=O)N3c4ccccc4NC(=O)C3(C)C)n2N)cc1	-4%	-1%	-2	26
22	Nc1ccc(-n2nncc2-c2ccccc2)cc1	nt	-1%	11	20
23	Cc1ccccc1Nc1nc(N)nc(CSc2ccccc2)n1	nt	-2%	nt	-3
24	COC(=O)c1c(-c2ccc(C)cc2)csc1NC(=S)NC(=O)c1ccc(F)cc1	nt	4%	nt	15
25	NC(=O)c1oc2ccccc2c1NC(=O)CCc1ccccc1	-1%	-3%	11	-25
26	CCN(CC)c1ccc(/C=N/N2CCOCC2)cc1	-6%	3%	23	12
27	CCn1c(SCC(=O)N2CCc3ccccc32)nnc1-c1ccco1	16%	-3%	2	-2
28	O=C(Oc1ccc(N2C(=O)CCC2=O)cc1)c1ccco1	0%	-3%	24	54
29	CCN(c1ccc(NC(=O)COC(=O)c2ccc3ccccc3n2)cc1)C(C)C	nt	1%	9	46
30	Cc1ccc(SCCC(=O)N2CCC(C)CC2)cc1	nt	4%	0	22
31	CCN(CC)CCCNC(=O)CC1Sc2ccccc2NC1=O (stereo not given)	0%	-3%	5	-22
32	COc1ccc(Br)cc1CNCCSc1nnnn1C	0%	2%	12	26
33	C#CCN1C(=O)C(O)(CC(=O)c2cc(OC)ccc2OC)c2ccccc21 (stereo not given)	-15%	-11%	4	-1
34	Cc1ccc(-n2nnnc2-c2cnc3cc4c(cc3c2C)OCO4)cc1	-1%	-6%	9	-21
35	N=c1c2c(n(Cc3ccccc3)c3c1CCC3)CCC2	7%	-3%	2	-16
36	Cc1cc(NC(=O)CS(=O)(=O)c2cn(Cc3ccccc3Cl)c3ccccc23)no1	-14%	2%	1	17
37	COc1ccc(NC(C#N)c2ccccc2OCc2ccccc2)cc1 (stereo not given)	nt	4%	3	26
38	O=C(CS(=O)CC(=O)N(CC(=O)NC1CCCC1)c1ccc2c(c1)OCCO2)Nc1ccc(F)cc1 (stereo not given)	-10%	6%	3	34
39	CC(C)(C)N/N=C1\CC(c2ccccc2)Oc2ccccc21 (stereo not given)	nt	-5%	4	11
40	CC(=O)NCCc1ccc(S(=O)(=O)NCc2ccc3c(c2)OCO3)cc1	1%	-2%	3	27
41	CCOC(=O)c1c(CN(C)C)oc2cc(CN(C)C)c(O)c(CSc3ccccc3)c12	37%[activator]	3%	10	-7
42	CCCC(=O)Nc1ccc2oc(-c3ccncc3)nc2c1	-1%	0%	-16	36
43	CC(=O)CC(C)=NCCN=C(C)CC(C)=O	-4%	-9%	?	0
44	CCOC(=O)C1=C(CC)OC(N)=C(C#N)C1c1ccc(NC(C)=O)cc1 (stereo not given)	nt	4%	nt	47
45	O=C(N/N=C/C=C\c1cccc([N+](=O)[O-])c1)c1ccccn1	nt	-2%	0	-7
46	Cc1ccc(NC(=S)NCCCN2CCOCC2)cc1	nt	-4%	nt	5
47	Cc1ccc(C2(C)NC(=O)N(CC(=O)NC(=O)NC3CCCC3)C2=O)cc1 (stereo not given)	5%	-3%	-2	12
48	O=C(NCc1ccccc1Cl)c1ccc2c(=O)n(CCCN3CCCC3=O)c(=S)[nH]c2c1	-13%	1%	6	29
49	COc1cc(/C=C(/NC(=O)c2ccccc2)C(=O)Nc2ccc(O)cc2)c([N+](=O)[O-])cc1OC	nt	0%	-3	1
50	CC(C)C(=O)OCCN=C1NS(=O)(=O)c2ccccc21	-1%	0%	-4	0
51	COc1ccc(OCC(=O)N2CCOCC2)cc1	-7%	-2%	-14	-29
52	Cc1cc(OCC(O)CN(CCO)CCO)ccc1Cl (stereo not given)	20%	-16%	-3	19
53	CN(CCOc1ccc(-c2ccn(S(=O)(=O)c3c(Cl)cccc3Cl)n2)cc1)c1ccccn1	5%	-3%	11	11
54	Cc1cc2c(c(=O)n1Cc1ccccn1)C(C(C)C)C(C#N)=C(N)O2 (stereo not given)	2%	-7%	14	-6
55	COc1ccc(S(=O)(=O)Cc2ccc(C(=O)N3CCN(c4ccc(Cl)cc4)CC3)o2)cc1	8%	-9%	6	-25
56	Cc1ccc(C)c(C(=O)CN2C(=O)CCC2=O)c1	-6%	1%	4	15
57	COc1ccc(S(=O)(=O)Nc2nc3ccccc3nc2Nc2ccc3c(c2)OCO3)cc1	nt	-2%	-5	?
58	Cn1c(SCC(=O)N2CCc3ccccc3C2)nnc1-c1cccs1	-8%	-3%	-12	?
59	CC(C)CNc1oc(-c2ccc(F)cc2)nc1C#N	-9%	-16%	5	27
60	CCOC(=O)CNC(=O)C1(c2ccccc2)CCCC1	5%	5%	-2	?

The listing continues.
cpd	structure	15-hLO-2 inh	12-hLO inh	IMPase cell inh	PNC assembly inh
61	COc1ccc(NC2=NCC(=O)N2c2ccccc2F)c(OC)c1	-2%	-1%	3	-28
62	Cc1ccc(CN(C(=O)c2cc(=O)c3cc(Cl)c(C)cc3o2)C2CCS(=O)(=O)C2)cc1 (stereo not given)	-3%	-7%	-11	-23
63	CN(C)c1nc(Oc2ccc(N)cc2)nc(N(C)C)n1	8%	-2%	-4	?
64	Cc1ccc(CNC(=O)c2ccc(NC(=O)CCS(=O)(=O)c3cccs3)cc2)cc1	-6%	1%	4	?
65	Cc1ccc(C(=O)N/C(=C\c2ccco2)C(=O)NCc2cccnc2)cc1	nt	-10%	nt	43
66	Cc1ccc(C=Nc2cccnc2N)cc1	nt	-2%	nt	-11
67	CC(C)c1ccc2c([Si](C)(C)C)c3c(nc2c1)-c1cccc(=O)n1C3	-15%	-7%	nt	nt
68	CCn1nc(C(=O)OCC(=O)c2ccc3c(c2)OCCO3)c2ccccc2c1=O	0%	-3%	-1	?
69	COc1nc(C)c2cc(C)oc2n1	nt	2%	nt	55
70	CC(C)NC(=O)CSc1nc(Cc2cccs2)nc2ccccc12	8%	-5%	-5	-1
71	Cc1cccc(OCc2nnc(SCc3cc(=O)[nH]c4ccccc34)n2-c2ccccc2)c1	nt	-7%	9	-17
72	COc1ccc(-c2cc(C(F)(F)F)nc(N3CCN(Cc4ccccc4)CC3)n2)cc1OC	36%[activator]	-6%	7	?
73	Cc1ccc(CCC(=O)Nc2ccc(S(N)(=O)=O)cc2)o1	1%	2%	9	12
74	COc1ccc(-c2nnc3ccc(SCC(=O)N4CCOCC4)nn23)cc1	-3%	0%	-2	7
75	Nc1nonc1C(=O)NC(c1ccccc1)c1ccccc1	-5%	-1%	-3	6
76	Cc1ccc([N+](=O)[O-])cc1NC(=O)c1ccc(CSc2ccccc2)cc1	nt	-7%	-19	28
77	CCn1c2ccccc2c2cc(NC(=O)CSc3nnc(C4CC4)n3Cc3ccco3)ccc21	-24%	-7%	1	-24
78	COc1cc2cc(CN(CCCO)S(=O)(=O)c3ccccc3)c(=O)[nH]c2cc1OC	-7%	-4%	-4	?
79	O=C(CN(c1ccccc1)S(=O)(=O)c1ccc(Cl)cc1)Nc1ccccc1C(=O)N1CCCC1	6%	-5%	2	2
80	CC(C)c1nc(SCC(=O)N2CCCC2)c2ccccc2n1	3%	-1%	2	26
81	COc1ccc(NS(=O)(=O)c2ccc(NC(=O)Cc3cccs3)cc2)cc1	nt	-6%	nt	2
82	O=C(Nc1ccncc1)C1COc2ccccc2O1 (stereo not given)	-6%	7%	15	?
83	COc1ccc(Nc2nc(N)nc(CN3CCC(Cc4ccccc4)CC3)n2)cc1	nt	7%	11	-9
84	CC1=C[N+](=O)c2ccccc2[N+]1=O	-8%[11.4 µM]	-3%[11.4 µM]	nt	nt
85	CCOC(=O)CSC1=C(C#N)C(=O)NC(c2ccc(OC)cc2)S1 (stereo not given)	5%	?	7	11
86	O=S1(=O)N=C(N2CCN(Cc3ccccc3)CC2)c2ccccc21	3%	-2%	0	24
87	CCc1nn(C(C)C(=O)NCCN2CCN(c3cccc(C)c3C)CC2)c(=O)c2cc3occc3n12 (stereo not given)	41%[activator]	-9%	-14	14
88	CN(C)S(=O)(=O)c1cccc(NC(=O)COc2cccc(C#N)c2)c1	nt	-1%	nt	10
89	Cc1cc(/C=C(\C#N)C(=O)NCc2cccs2)c(C)n1-c1ccccc1F	-21%	-18%	8	?
90	CCCCSc1nnc(-c2ccc(OC)cc2)n1C	nt	7%	8	24
91	CC(=O)N1N=C(c2cccc(Cl)c2)OC1c1cccc([N+](=O)[O-])c1 (stereo not given)	nt	-4%	nt	24
92	O=C(CNC(=O)C1CCCCC1)Nc1ccc(Cl)cc1	-3%	-5%	6	-2
93	COc1ccc(N2CCN(CCCNC(=O)Nc3ccccc3)CC2)cc1	19%	7%	?	-7
94	CCCCN(CC)CCNC(=O)CN1C(=O)COc2ccc(S(=O)(=O)N3CCCC3)cc21	nt	8%	nt	53
95	CCOC(=O)NC1(Nc2cccc(Cl)c2)Oc2ccccc2O1	nt	-15%	-6	41
96	CCC1CCc2[nH]nc(C(=O)O)c2C1 (stereo not given)	-8%	0%	-3	-22
97	CCOC(=O)N1CCN(c2ncnc3c2cnn3-c2ccc(OC)cc2)CC1	-8%	-19%	9	10
98	CC1CN(S(=O)(=O)c2cccc(C(=O)NCc3ccc4c(c3)OCO4)c2)CC(C)O1 (stereo not given)	-3%	-5%	-5	4

High-throughput results (PubChem)

Not all compounds are listed; count on the stated rates, not on these rows.
